HTR2A ag – mouse HTR2A agonism via beta-arrestin recruitment. P35363. AID 624169. activation, % at 7.6 µM. CHO-K1 mHTR2A beta-arrestin complementation, luminescence; percent of 30 µM serotonin response. hit rate 0.66% among 360,000;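 active means activation above a run cutoff, the mean activation of all tested compounds plus 3 SD, cut at about 14% in these data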;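 further: 0% = plate median of compound wells and 100% = 30 µM serotonin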
SRC2 inh – inhibits human steroid receptor coactivator 2 | AID 651957 | Q15596 | hit rate 0.17% among 370,000 | HEK293 GAL4-SRC2 luciferase reporter, luminescence | inhibition, % at 9 µM;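 active means inhibition above the mean inhibition of all tested compounds plus 3 SD, set per campaign, cut at about 52% in these data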;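 further: 0% = DMSO treated cells and 100% = cells given Gossypol at 36 µM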
NOD2-RIPK2 inh – blocks binding of human NOD2 to RIPK2; CHO BLA complementation NOD2-RIPK2, CCF4 ratio; hit rate 0.38% among 360,000; O43353; inhibition, % at 4.98 µM; AID 624267; in the data active means inhibition above about 21%;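 further: 0% = vehicle only and 100% = reference blocker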
Target sequence (O43353 whole entry, looked up): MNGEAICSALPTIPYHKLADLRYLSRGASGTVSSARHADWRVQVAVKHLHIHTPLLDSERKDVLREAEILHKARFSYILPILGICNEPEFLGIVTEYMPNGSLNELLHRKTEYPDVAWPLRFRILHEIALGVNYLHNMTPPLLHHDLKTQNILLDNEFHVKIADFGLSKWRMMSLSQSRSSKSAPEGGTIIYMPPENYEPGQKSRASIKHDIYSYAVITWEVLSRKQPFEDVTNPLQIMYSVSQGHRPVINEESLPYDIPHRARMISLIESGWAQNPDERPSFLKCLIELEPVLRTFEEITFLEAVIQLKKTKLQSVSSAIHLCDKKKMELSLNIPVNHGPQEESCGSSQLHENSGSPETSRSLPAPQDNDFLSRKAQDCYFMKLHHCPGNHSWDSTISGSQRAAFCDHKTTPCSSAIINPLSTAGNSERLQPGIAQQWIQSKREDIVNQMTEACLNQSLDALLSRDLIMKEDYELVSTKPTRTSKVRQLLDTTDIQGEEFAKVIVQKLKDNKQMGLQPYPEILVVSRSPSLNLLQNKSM
Glyco luc inh – N-linked glycosylation inhibition. hit rate 0.23% among 360,000. reporter increase, % at 12.5 µM. D54 ERlucT glycosylation luciferase reporter, 24 h; percent of 100 nM tunicamycin response;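 active means mean luciferase reporter signal, scaled so untreated is 0 and the glycosylation-blocking control 100, at or above a set limit in every replicate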;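 further: luciferase carries N-glycosylation sites so blocking glycosylation raises the light; 0% = median of neutral control wells and 100% = median of 100 nM tunicamycin wells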
TLR9-MyD88 block – blocks human TLR9 binding to MyD88 | Q9NR96+Q99836 | CHO BLA complementation TLR9-MyD88, CCF4 FRET ratio | inhibition, % at 4.98 µM | hit rate 0.21% among 340,000 | AID 504734;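 active means inhibition above the mean over all tested compounds plus 3 SD, cut at about 21% in these data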;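 further: 0% = DMSO only wells and 100% = clavulanate BLA inhibitor control wells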
ABCB6 inh 2 – inhibitors of human ABC transporter ABCB6; Q9NP58; K562-ABCB6 porphyrin accumulation, flow cytometry, 1 h; active compounds read low; AID 602162; fluorescence ratio to DMSO, % at 10 µM; hit rate 0.19% among 360,000;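 active means fluorescence ratio to DMSO below 75%, the collection mean minus 3 SD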;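 further: signal is porphyrin accumulated inside mitochondria; 100% equals median channel fluorescence of DMSO control wells; lower ratio means ABCB6 inhibition with less porphyrin fluorescence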
MC4R antagonist – human MC4R antagonism in cAMP assay; AID 540295; MC4R-expressing cells, MTII-stimulated cAMP, LANCE TR-FRET; inhibition, % at 6.5 µM; hit rate 0.48% among 360,000;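 active means inhibition above its plate's cutoff, the mean of tested wells on that plate plus 3 SD, cut at about 29% in these data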;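 further: 0% = Melanotan II alone and 100% = Melanotan II plus saturating MCL0020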
Target sequence (P32245 whole entry, looked up): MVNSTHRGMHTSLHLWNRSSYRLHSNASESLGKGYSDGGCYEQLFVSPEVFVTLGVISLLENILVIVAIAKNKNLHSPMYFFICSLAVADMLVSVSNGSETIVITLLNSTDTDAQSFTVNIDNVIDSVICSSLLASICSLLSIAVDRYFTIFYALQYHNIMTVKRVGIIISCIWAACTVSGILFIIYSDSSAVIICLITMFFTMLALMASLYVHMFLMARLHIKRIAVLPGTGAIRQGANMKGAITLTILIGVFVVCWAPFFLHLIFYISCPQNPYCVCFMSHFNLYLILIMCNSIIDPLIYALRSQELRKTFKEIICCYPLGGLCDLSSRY
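material = U2OS cells stably expressing human melanocortin 4 receptor (MC4R) | also added = Melanotan II challenge | dosing = single nominal compound dose of 6.5 µM | detection = TR-FRET with Eu-cAMP and labeled anti-cAMP, 671 nm | replication = singlicate | timing = compound 30 min, challenge 1 h, detection 1 h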
H9c2 protect – myocardial damage modulation in H9c2 cells; H9c2 cardiomyocytes, H2O2 injury protection, ATPLite, 2 h; protection from H2O2 cell death, % at 20 µM; hit rate 0.63% among 360,000;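 active means compounds giving at least 50% protection of heart cells from peroxide-induced death in the single-dose screen, raw or plate-pattern-corrected value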;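 further: 0% = DMSO wells with peroxide and 100% = DMSO wells without peroxide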
MC4R ag barr – activates human MC4R beta-arrestin recruitment; P32245; AID 540308; hit rate 0.98% among 360,000; activation, % at 8.9 µM; U2OS MC4R beta-arrestin complementation, luminescence; percent of melanotan II response, DMSO zero;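 active means activation above a per-plate cutoff, the mean activation of sample wells on that plate plus 3 SD, cut at about 8% in these data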
ABHD5 PLIN5 PPI – inhibitors of human ABHD5-perilipin-5 interaction | Q00G26+Q8WTS1 | Split G. princeps luciferase complementation, luminescence, 4 h | inhibition, % at 4 µM | hit rate 0.78% among 360,000 | AID 602281;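 active means inhibition above the mean inhibition across every tested compound plus 3 SD, cut at about 22% in these data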;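 further: 0% = DMSO only wells and the 100% control is not disclosed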
* = called active by the depositor; . = not tested or not shown.

structure	HTR2A ag	SRC2 inh	NOD2-RIPK2 inh	Glyco luc inh	TLR9-MyD88 block	ABCB6 inh 2	MC4R antagonist	H9c2 protect	MC4R ag barr	ABHD5 PLIN5 PPI
COCCN1Cc2cc3cc(C)ccc3nc2SC1=Nc1ccc(OC)cc1	-5	1	-13	3	-8	100	8	-6	-3.2	2
CC(C)(C)OC(=O)N1CCC(C(=O)N2CCC[C@H]2C(=O)O)CC1	5	-3	-5	3	-6	93	4	4	-1.7	-2
CC(=O)NC1=NC(=O)/C(=C/c2cc(C)n(-c3cccc(C(=O)O)c3)c2C)S1	2	-20	-7	1	.	97	-3	-2	-1.6	-18
Cc1ccc(-n2c(-c3ccco3)nc3nc4ccccc4nc32)cc1	4	-5	0	-1	-11	111	-1	-4	-2.5	0
Cc1nnc(SCC(=O)Nc2cc(S(=O)(=O)N3CCCC3)ccc2Cl)s1	-2	-33	-5	0	2	103	0	2	-0.3	1
CN1c2ccccc2C(=O)NC1c1ccc(Cl)cc1 (configuration not stated)	2	7	2	2	1	96	-4	16	-1.4	-2
O=C(CC(=O)N/N=C\c1ccccc1)NCCc1ccccc1	0	-5	22*	2	14	88	11	0	-0.4	15
COc1ccccc1NC(=S)Nc1ccccc1F	1	-23	0	-1	-4	99	12	-1	-1.5	0
O=C(NCCc1ccccc1)C1CCCN(S(=O)(=O)c2cnc[nH]2)C1 (configuration not stated)	-2	-33	-5	-2	-3	97	-9	3	-1.0	-4
COc1ccc(N2C(c3cc(OC)cc(OC)c3)=Cc3ccccc3C2CC(C)=O)cc1 (configuration not stated)	-4	7	-9	.	.	93	.	.	.	-11
Cc1ccc(-c2csc(NC(=O)C3=COCCO3)n2)cc1C	5	-32	2	-3	1	94	1	-13	-2.8	-1
COc1cccc(-n2c(=S)sc3c(=O)n(-c4ccccc4OC)c(SCC4OCCO4)nc32)c1	6	-74	0	1	-4	100	-2	5	-2.2	2
O=C(Oc1c(Cl)cc(Cl)c2cccnc12)c1cccs1	-6	-1	-10	8	-1	98	1	-11	-4.1	3
CCn1cnc2c(oc3ccccc32)c1=O	2	-21	-2	2	4	93	3	3	1.0	-3
Cc1sc(NC(=O)c2cc(-c3ccc(Cl)cc3)nc3ccccc23)c(C(N)=O)c1C	-2	-17	2	-3	1	97	7	-6	3.0	-8
CCNC(=O)C/C(C)=N/NC(=O)C(=O)Nc1ccc(CC)cc1	-2	-28	-1	-1	-5	103	2	-7	-2.4	-4
COc1cc(C(=O)O/N=C2\C=CC(=O)C=C2C)cc(OC)c1OC	-10	6	-13	-1	-4	100	1	5	4.6	3
Cc1c(NC(=O)COC(=O)C2=COCCO2)cccc1[N+](=O)[O-]	3	-9	-7	2	6	97	4	4	-0.2	-3
Cc1ccc(S(=O)(=O)CCC(=O)OCC(=O)NC2CCS(=O)(=O)C2)cc1 (configuration not stated)	14	3	2	3	1	94	2	4	2.2	1
CCC(CC)C(=O)Oc1c(Sc2ccccc2[N+](=O)[O-])c(C)nn1C(C)(C)C	3	11	-1	-4	3	102	18	-10	0.4	-10
COC(=O)CCC(=O)Nc1ccc(NC(=O)CCC(=O)OC)cc1	0	-22	-4	2	-7	99	1	12	-2.5	-1
O=C(O)CN1C(=O)CC(Cc2ccc(Cl)cc2)C1=O (configuration not stated)	6	-24	-10	3	3	96	-1	-1	-0.2	12
COC(=O)C1N[C@@H]([C@@H](NC(=O)COc2ccccc2)C(=O)NCc2ccsc2)SC1(C)C (some centres not stated)	4	-18	-2	2	7	94	10	14	-1.0	-9
O=C(NCCS(=O)(=O)N1CCN(c2ccc(F)cc2)CC1)C12CC3CC(CC(C3)C1)C2	5	-23	-8	0	-7	93	3	-7	-0.6	-4
CCCC(C(=O)NCc1ccco1)N(C(=O)CNS(=O)(=O)c1ccccc1)C1CCCC1 (configuration not stated)	4	1	0	0	-8	96	16	-4	1.6	-2
COc1ccc(C(=S)N2CCNCC2)cc1	1	-1	4	-1	0	88	2	5	-0.9	-5
Cc1ccc(OCC(O)CNC2CCCC2)c(C)c1 (configuration not stated)	-3	13	4	-2	8	149	-2	14	-1.4	1
CC1(C)Cc2ccccc2-c2nc(NCCCO)n(-c3ccccc3)c(=O)c21	0	-9	-12	2	-3	102	3	6	-1.6	-2
O=C1CC(NCc2ccco2)C(=O)N1CCc1ccccc1 (configuration not stated)	-3	-37	-1	0	11	95	5	5	-1.5	0
S=C(NCCN1CCOCC1)Nc1ccc(Cl)cc1	3	-24	-6	-1	-8	104	5	2	2.2	0

12 structures from above, arranged by SMILES length, highest first.
structure	HTR2A ag	SRC2 inh	NOD2-RIPK2 inh	Glyco luc inh	TLR9-MyD88 block	ABCB6 inh 2	MC4R antagonist	H9c2 protect	MC4R ag barr	ABHD5 PLIN5 PPI
COC(=O)C1N[C@@H]([C@@H](NC(=O)COc2ccccc2)C(=O)NCc2ccsc2)SC1(C)C (some centres not stated)	4	-18	-2	2	7	94	10	14	-1.0	-9
O=C(NCCS(=O)(=O)N1CCN(c2ccc(F)cc2)CC1)C12CC3CC(CC(C3)C1)C2	5	-23	-8	0	-7	93	3	-7	-0.6	-4
CCC(CC)C(=O)Oc1c(Sc2ccccc2[N+](=O)[O-])c(C)nn1C(C)(C)C	3	11	-1	-4	3	102	18	-10	0.4	-10
CC1(C)Cc2ccccc2-c2nc(NCCCO)n(-c3ccccc3)c(=O)c21	0	-9	-12	2	-3	102	3	6	-1.6	-2
Cc1c(NC(=O)COC(=O)C2=COCCO2)cccc1[N+](=O)[O-]	3	-9	-7	2	6	97	4	4	-0.2	-3
COc1cc(C(=O)O/N=C2\C=CC(=O)C=C2C)cc(OC)c1OC	-10	6	-13	-1	-4	100	1	5	4.6	3
CCNC(=O)C/C(C)=N/NC(=O)C(=O)Nc1ccc(CC)cc1	-2	-28	-1	-1	-5	103	2	-7	-2.4	-4
COC(=O)CCC(=O)Nc1ccc(NC(=O)CCC(=O)OC)cc1	0	-22	-4	2	-7	99	1	12	-2.5	-1
O=C(O)CN1C(=O)CC(Cc2ccc(Cl)cc2)C1=O (configuration not stated)	6	-24	-10	3	3	96	-1	-1	-0.2	12
O=C1CC(NCc2ccco2)C(=O)N1CCc1ccccc1 (configuration not stated)	-3	-37	-1	0	11	95	5	5	-1.5	0
S=C(NCCN1CCOCC1)Nc1ccc(Cl)cc1	3	-24	-6	-1	-8	104	5	2	2.2	0
COc1ccc(C(=S)N2CCNCC2)cc1	1	-1	4	-1	0	88	2	5	-0.9	-5

Later entries.
structure	HTR2A ag	SRC2 inh	NOD2-RIPK2 inh	Glyco luc inh	TLR9-MyD88 block	ABCB6 inh 2	MC4R antagonist	H9c2 protect	MC4R ag barr	ABHD5 PLIN5 PPI
Cc1[nH]nc2c1C(c1cccs1)C(C#N)=C(N)O2 (configuration not stated)	-2	20	6	0	-2	99	5	5	-1.6	-4
COc1ccccc1N=C(C)C1=C(O)COC1=O	-1	-1	-5	1	-4	104	3	0	-2.4	7
CCN1CCC(N2CCN(c3ccccc3OC)CC2)CC1	-4	6	-1	3	-2	94	-1	2	-0.8	-3
O=C1CN(C(=O)CSc2nc3ccccc3n2CCc2ccccc2)c2ccccc2N1	-2	9	2	-2	-10	104	-2	3	-0.8	-1
S=c1[nH]nc(-c2ccncc2)n1/N=C/c1ccccc1Cl	2	-9	-8	4	.	100	13	3	-0.9	3
C=CCc1c(C)nc(-c2ccccc2)nc1N/N=C(\C)c1ccccc1	4	4	-10	1	1	98	6	-3	-0.8	-7
COC(=O)CCSCC(=O)Nc1ccc(C)c(S(=O)(=O)N2CCCCC2)c1	1	9	-5	2	3	100	12	-2	2.8	-1
CCOc1ccc(N(C)S(=O)(=O)c2ccc(C)c(C(=O)Nc3nnc(C4CC4)s3)c2)cc1	5	-7	-7	0	1	96	13	-12	-2.6	-9
CC(=O)Nc1ccc(C2(c3ccc(NC(C)=O)cc3)C(=O)Nc3ccccc32)cc1	4	-4	4	-1	2	96	9	5	-3.0	8
COc1ccc(CNC(=O)C(c2ccncc2)N(C(=O)Cc2cccs2)c2ccc(C)cc2)cc1 (configuration not stated)	-6	-20	-3	-1	-3	97	19	6	-0.8	9
CCOc1ccccc1-c1ccc(C(=O)NCc2ccc(Cl)cc2)o1	-6	-36	1	.	.	101	.	.	.	-3
Cc1nc(=O)c(-c2ccccc2)c(C)n1-c1ccccc1O	4	-9	-3	-1	-2	98	2	8	-3.5	-2
Cc1nc2ncnn2c(C)c1CCC(=O)N1CCc2ccccc2C1	3	-18	-5	-1	-19	105	-1	5	1.1	-6
CC(C)(C)c1ccc(COC(=O)Nc2ccc(F)cc2)cc1	3	-13	-7	2	0	97	4	-7	-1.1	-6

Screening results as filed in PubChem BioAssay.

A portion of the library (hit frequency here may not be typical).
